# Bioassay records from PubChem BioAssay.
# Pin1 inhibitor = inhibitors of human Pin1; Q13526; Pin1 FP peptide displacement, HiFluor488, 10 min; Potency, µM (titrated, usually from 115 µM), without a hit: at the top dose activity, negative = inhibition, actives largely listed as inhibitors; actives 0.009% (n = 390,000); active = well fitted inhibition curve with a large enough effect in the polarisation, with a control signal flat, not every such curve was filed as active; inconclusive = small, poorly fitted or top-dose-only effect, or effect the other way, or a change in a side signal; inactive = no such curve, though single readings can be large or run the other way; the % refers to the polarisation; also: potency is read from the fitted curve at half-maximal effect; % is scaled to controls: 0 for no effect and ±100 for the full control effect
# Target sequence (Q13526 whole entry, looked up): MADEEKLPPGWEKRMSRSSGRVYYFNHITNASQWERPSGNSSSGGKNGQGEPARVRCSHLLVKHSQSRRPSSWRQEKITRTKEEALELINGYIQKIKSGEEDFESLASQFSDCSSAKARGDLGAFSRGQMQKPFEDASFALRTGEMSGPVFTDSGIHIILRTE
# TrxR1 inh = blocks rat thioredoxin reductase 1. O89049. recombinant rTrxR1, NADPH fluorescence consumption, selenite substrate. Potency, µM (highest dose often 114 µM), for the others: at the highest dose activity change, negative = inhibition, actives largely listed as inhibitors. actives 1% (n = 390,000). AID 588453; also: potency is read from the fitted curve at half-maximal effect; % is scaled to controls: 0 for no effect and ±100 for the full control effect; nearly all actives have a fitted effect of over 65% in size
#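 Rat TrxR1 (90 nM in the dispensed reagent) was pre-reduced with 400 uM NADPH for 5 min at room temperature, then incubated with compound for 15 min. After 400 uM selenite was added, NADPH fluorescence (Ex 340/Em 450 nm) was followed for 8 min.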
# D2 antag = antagonists of human D2 dopamine receptor; HEK293 TREx D2 cells, calcium flux, dopamine EC80; P14416; actives 2% (n = 340,000); AID 485344; inhibition, % at 10 µM; in the data active = inhibition above about 30%; also: 0% is about no effect
#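 In this primary screen, negative modulation is detected by tracking calcium flux after an EC80 dopamine challenge in inducible HEK293 T-REx D2 cells preexposed to test compound for 180 s.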
# mIDH1 inhibitor = blocks human mutant IDH1 R132H enzyme; Potency, µM (doses to about 76.6 µM), for the others: at the top dose activity change, negative = inhibition, most hits filed as inhibitors; AID 602179; IDH1-R132H enzyme, NADPH consumption, diaphorase/resazurin fluorescence; actives 0.093% (n = 390,000); O75874; also: potency is read from the fitted curve at half-maximal effect; % is scaled to controls: 0 for no effect and ±100 for the full control effect; nearly all actives have a fitted effect of over 65% in size
#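 IDH1-R132H (0.5 ug/mL) preincubated 30 min with compound, then NADPH (0.016 mM) and alpha-KG (2 mM) added; 80 min at RT, pH 7.5. Remaining NADPH coupled via diaphorase/resazurin to fluorescence (540/590 nm); concentration-response curves normalized to no-enzyme control.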
# TRHR ag = agonists of human TRH receptor. P34981. TRHR cells, calcium flux fluo-8, FDSS agonist mode. activation, % at 2 µM. actives 0.18% (n = 360,000). AID 493084; in the data active = activation above about 30%; also: 0% is about no effect
#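 TRHR-expressing cells loaded with fluo-8 calcium dye; 23 nL library compound pin-transferred, kinetic FDSS fluorescence (Ex 480/Em 530) recorded about 180 s for agonist-induced calcium release, before a 10 nM TRH EC20 addition for potentiator mode.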
# D2 ag = agonists of human D2 dopamine receptor; P14416; HEK293 T-REx D2 cells, calcium flux agonist mode; activation, % at 2 µM; actives 0.53% (n = 340,000); AID 485358;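 active = activation over 3 SD above normal in the single-dose calcium agonist read, cut at about 30% in these data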; also: 0% is about no effect
#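 HEK293 Trex D2 cells, tetracycline-induced, o/n 30 C 5% CO2; no-wash Ca dye, RT 30–90 min; 10-cycle baseline, 23 nl cpd added, kinetic Ca read 180 s; agonist hits = positive Ca response.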
# USP1 inh = inhibitors of human USP1/UAF1 deubiquitinase | O94782 | Potency, µM (top dose mostly 57.1 µM), for the others: top-dose activity change, negative = inhibition, most hits filed as inhibitors | recombinant USP1/UAF1, Ub-Rhodamine cleavage fluorescence | actives 0.23% (n = 390,000); also: potency is read from the fitted curve at half-maximal effect; % is scaled to controls: 0 for no effect and ±100 for the full control effect; nearly all actives have a fitted effect of over 60% in size; inactives centre near -12
# Target sequence (O94782 whole entry, looked up): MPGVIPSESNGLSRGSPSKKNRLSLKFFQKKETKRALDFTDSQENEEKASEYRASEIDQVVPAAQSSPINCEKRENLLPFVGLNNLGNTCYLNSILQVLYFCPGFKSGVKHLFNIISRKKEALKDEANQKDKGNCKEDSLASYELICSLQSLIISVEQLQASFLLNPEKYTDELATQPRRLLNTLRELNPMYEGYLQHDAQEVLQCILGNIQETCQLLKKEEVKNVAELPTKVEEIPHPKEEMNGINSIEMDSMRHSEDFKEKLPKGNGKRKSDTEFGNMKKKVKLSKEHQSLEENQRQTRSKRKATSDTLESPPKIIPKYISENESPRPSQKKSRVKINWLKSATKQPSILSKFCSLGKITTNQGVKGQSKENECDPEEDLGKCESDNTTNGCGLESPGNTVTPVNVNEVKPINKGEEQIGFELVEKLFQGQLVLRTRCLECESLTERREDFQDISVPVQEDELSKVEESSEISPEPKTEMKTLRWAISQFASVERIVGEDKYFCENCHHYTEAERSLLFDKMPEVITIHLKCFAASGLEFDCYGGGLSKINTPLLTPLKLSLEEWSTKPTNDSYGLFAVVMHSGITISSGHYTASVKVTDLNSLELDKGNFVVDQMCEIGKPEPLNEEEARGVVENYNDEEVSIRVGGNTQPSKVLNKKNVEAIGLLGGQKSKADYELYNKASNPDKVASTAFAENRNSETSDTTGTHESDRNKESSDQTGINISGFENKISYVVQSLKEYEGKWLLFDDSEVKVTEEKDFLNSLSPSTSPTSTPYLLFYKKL
#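 High-throughput fluorogenic screen: 1nM USP1/UAF1 complex, Ub-Rho substrate 150nM final, 50mM HEPES pH 7.8 with 0.5mM EDTA, 0.1 mg/ml BSA, 1mM TCEP and 0.01% Tween-20.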
# TRHR PAM = allosteric enhancers of human TRH receptor | P34981 | TRHR cells, fluo-8 calcium fluorescence, EC20 TRH enhancement | enhancement, % at 2 µM | actives 0.66% (n = 360,000) | AID 493056; in the data active = enhancement above about 30%; also: 0% is about no effect
#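 Enhancer read-out: after compound pinning and an initial kinetic agonist-mode read, an EC20 of TRH (10 nM final) was injected and fluo-8 calcium signal (Ex 480/Em 530) followed at 1 s/cycle for 100 cycles in TRHR-expressing cells.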
# TrxR1 substrate = substrates of rat thioredoxin reductase 1 | purified TrxR1 substrate turnover, NADPH consumption readout | Potency, µM (titrated, usually from 114 µM), for inactives: at the top dose activity change, negative = substrate turnover | actives 0.01% (n = 390,000) | AID 588456; also: potency is read from the fitted curve at half-maximal effect; % is scaled to controls: 0 for no effect and ±100 for the full control effect; nearly all actives have a fitted effect of over 50% in size
#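 Rat TrxR1, dispensed at 90 nM, was prereduced with 400 uM NADPH (final) for 5 min at ~22 deg C, then incubated with compound 15 min before 400 uM selenite. A first-read NADPH fluorescence drop versus no-compound background flagged substrates.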
# * hit, by the source's call; ? = inconclusive; / = not tested or not shown; & = joins results of further samples; [ ] = another dose, or the depositor's remark. Unless noted, calls follow the shape of the dose curve; as a rule, active = well fitted inhibition curve with a large enough effect; inconclusive = small, poorly fitted or top-dose-only effect; inactive = no such curve, though single readings can be large or run the other way. A portion of the library; rates above refer to the full screens.
SMILES,Pin1 inhibitor,TrxR1 inh,D2 antag,mIDH1 inhibitor,TRHR ag,D2 ag,USP1 inh,TRHR PAM,TrxR1 substrate
O=C(CC(NS(=O)(=O)c1ccc(Cl)cc1)c1ccco1)NCc1ccco1 (centres undefined),-8%,-9%[57.1 µM],6,5%,-1.0,0.5,2%,-5,7%[57.1 µM]
COc1ccccc1OCCCOc1cccc(/C=C2\SC(=O)NC2=O)c1,-28%,3%,11,?,-0.6,-0.9,?,-3,-6%
Cc1cc(S(=O)(=O)N2CCCC2)ccc1OCC(=O)Nc1ccc(C(N)=O)cc1,-2%,17%,-54,-6%,1.0,0.0,-23%,3,4%
O=C(CN1CCN(S(=O)(=O)c2ccc3c(c2)OCCO3)CC1)Nc1ccccc1Br,-4%,26%,/,-4%,/,/,-18%,/,1%
CCOC(=O)C1CCN(Cc2cc(=O)n3c(-c4ccccc4)csc3n2)CC1,7%,13%[57.1 µM],-4,14%,-0.4,6.0,-5%,-7,4%[57.1 µM]
CCOc1cc(CNCCSc2nnnn2C)ccc1OCc1ccc(Cl)cc1Cl,-1%,11%,/,-1%,-0.1,-0.6,-20%,1,8%[11.4 µM]
Cc1cnc(C(=O)OCC(=O)Nc2ccc(Br)c(C)c2)cn1,-1%,17%,6,0%,21,1.1,-12%,0,-4%
O=C(CSc1nnc(-c2ccc(Cl)cc2)n1CC1CCCO1)NC1CCS(=O)(=O)C1 (centres undefined),5%,24%,7,-8%,0.0,1.1,-2%,-5,0%
CCCCOc1ccc(-c2nnn(C(C)C(=O)OCC)n2)cc1 (centres undefined),?,23%,12,12%,0.5,-0.7,-9%,4,-2%
COCCCN1C(=O)c2ccc(C(=O)Nc3ccc(OC)cc3OC)cc2C1=O,4%,14%[57.1 µM],/,1%,0.6,/,-15%,2,-8%
Cc1sc2ncnc(N3CCC(C(=O)Nc4nc5ccc(Cl)cc5s4)CC3)c2c1C,32%[activator],9%,8,-6%,-1.2,-0.7,-18%,7,1%
O=S(=O)(c1ccc(OCC(O)CN2CCC(Cc3ccccc3)CC2)cc1)N1CCOCC1 (centres undefined),4%,28%,27,0%,0.6,63*,?,-1,9%
CCc1ccc(NC(=O)C2CCN(S(=O)(=O)c3c(C)noc3C)CC2)cc1,-7%&-1%,27%&2%,6,13%&-5%,-0.1&-1.3,-0.4&1.4,?,-1&-4,4%&-5%
Cc1cc(NC(=O)C(C)SCC(=O)Nc2ccc(SC(F)F)cc2)no1 (centres undefined),-9%,-9%,0,8%,0.0,0.1,6%,-6,-8%
CC1CCCC(NC(=O)c2ccc3c(SCC(=O)O)c4c(nc3c2)CCC4)C1C (centres undefined),8%,0%,2,-5%,0.1,-0.4,-9%,2,-2%
O=S(=O)(c1ccccc1)N(CC(O)CN1CCCC1)c1ccccc1 (centres undefined),-1%,0%,2,-10%,0.9,-1.4,-12%,0,6%
C(=N\n1cnnc1)/c1nc2ccccc2[nH]1,9%,-6%,12,4%,0.5,1.2,-10%,-23,189%[activator]
Cc1ccc(-n2c(Cc3cccn3C)nnc2SCC(=O)N2CCN(c3ccccc3)CC2)cc1,-1%,-4%,-21,-1%,-0.6,-0.7,-10%,-1,0%
Cc1ccc(CN(C(=O)c2ccco2)C2CCS(=O)(=O)C2)cc1 (centres undefined),3%,12%,8,-7%,1.4,-1.2,-24%,6,2%
CCCNC(=O)C(Cc1cccc(Cl)c1)NC(=O)c1ccc(C#N)cc1 (centres undefined),-6%,24%,10,8%,-0.1,-0.4,-16%,3,1%
COc1ccc(CN(CC2CCCO2)C(=O)CN2C(=O)C(C)Oc3ccc(C)cc32)cc1OC (centres undefined),14%,-11%,1,5%,-0.5,-1.9,-6%,-1,-6%
O=C(N1CCOCC1)N1CCN(C(c2ccccc2)c2ccccc2)CC1,7%,2%,3,-4%,-0.7,0.0,-7%,-9,7%
Cc1nnc(SCC(=O)Nc2ccc3c(c2)OCO3)n(N)c1=O,4%,-11%,22,7%,0.4,0.2,-18%,1,-11%
CCOC(=O)c1cnc2c(Cl)cc(Cl)cc2c1Nc1cc(C(=O)O)ccc1C,-2%,7%,/,-12%,-0.9,-2.1,-17%,-3,-6%
COc1ccc(S(=O)CC(=O)Nc2ccc(Cl)cc2Cl)cc1 (centres undefined),-2%,23%[57.1 µM],20,10%,-1.1,0.5,-5%,0,-6%

# The listing continues.
SMILES,Pin1 inhibitor,TrxR1 inh,D2 antag,mIDH1 inhibitor,TRHR ag,D2 ag,USP1 inh,TRHR PAM,TrxR1 substrate
O=C(COC(=O)c1ccncc1)NCCCc1ccccc1,0%,23%,-6,-9%,-0.4,1.7,-21%,-16,3%
CN(C)S(=O)(=O)c1ccc(Cl)c(NC(=O)COC(=O)C2CCCO2)c1 (centres undefined),-7%,18%,/,0%,0.2,/,-10%,11,2%
COc1cccc(C(=O)c2cn(CC(=O)Nc3cccc(C(F)(F)F)c3)c3nc(C)ccc3c2=O)c1,?,12%[57.1 µM],/,18%,1.1,0.6,-18%,-4,-1%[57.1 µM]
CCOC(=O)C1CCCN(CCC(=O)Nc2cc(C)ccc2C)C1 (centres undefined),-3%,39%[activator],-13,-6%,-0.2,-0.4,-14%,4,4%
Cc1cc(C(=O)OCC(=O)N2CCN(c3ccccc3)CC2)c2ccccc2n1,-1%,-12%,14,2%,-0.5,0.2,-5%,0,-1%
O=C1N(Cc2ccccc2)c2ccccc2C1(O)c1c[nH]c2ccccc12 (centres undefined),-10%,24%[11.4 µM],/,-5%,-0.6,0.2,?,9,8%[11.4 µM]
Cc1onc(-c2ccccc2)c1C(=O)Nc1c(C)n(C)n(-c2ccccc2)c1=O,2%,-7%,-3,1%,0.0,-0.6,-2%,-11,-10%
CCCNC(=O)Nc1ccc2c(c1)nc(C)n2C,-1%,9%,2,1%,-0.1,-0.2,-7%,24,1%
N/C(=N\OC(=O)c1ccco1)c1ccccc1,2%,4%,-7,1%,0.3,0.5,23%,1,5%
CCOC(=O)c1c(NC(=O)c2ccc(S(=O)(=O)N3CCC(C)CC3)cc2)sc2c1CCN(C(C)C)C2,?,23%[57.1 µM],/,5%,16,0.3,?,6,7%[57.1 µM]
Cc1ccsc1C=Nc1ccc(O)cc1,?,56µM*,3,14%,-0.3,-0.2,2.2µM*,-1,?
Cc1cccc(N2C(=NC(=O)c3ccccc3)SC3CS(=O)(=O)CC32)c1 (centres undefined),14%,18%,-10,0%,-0.5,0.8,-11%,3,-5%[57.1 µM]
O=C(Nc1cccnc1)c1ccc(COCC(F)(F)F)cc1,?,8%,-14,0%,0.2,0.2,-2%,11,8%
Cc1ccccc1N=C1NC(=O)/C(=C/c2cccn2C)S1,?,-8%,2,-4%,0.3,0.5,-22%,7,-6%
COc1ccc(OC)c(N/C=C/C(=C(C#N)C#N)N(C)C)c1,1%,4%[57.1 µM],-16,-4%,-0.3,0.8,-23%,9,-2%[57.1 µM]
O=C(Nc1ccccc1C(=O)N1CCOCC1)C1CC(=O)N(c2ccc(F)cc2)C1 (centres undefined),-4%,-8%,-5,5%,1.1,0.6,-9%,-2,-1%
COc1ccc(N(CC(=O)NCc2ccccc2OC)S(=O)(=O)c2ccccc2[N+](=O)[O-])c(OC)c1,1%,10%,-6,-2%,0.6,0.3,-18%,-6,-6%
COc1ccc(N(CC(=O)NC2CCCC2)C(=O)CCC(=O)Nc2cc(C)on2)cc1,-3%,20%,-6,10%,-0.2,0.0,-20%,4,5%
Cc1csc(NC(=O)CCC(=O)c2cccs2)n1,7%,34%[57.1 µM],12,-2%,-0.1,-0.2,-7%,7,5%[57.1 µM]
CCCc1cc(C(=O)Nc2cc(C)nn2-c2ccccc2)no1,-1%,-14%,0,-6%,-0.3,-1.3,-9%,-4,5%[57.1 µM]
COc1ccc(-c2cn3c(n2)sc2cc(C(=O)NC4CCCCCC4)ccc23)cc1,9%,3%,/,18%,0.2,0.9,3%,11,2%
Cc1cc(C)n2nc(SCc3cccc(S(=O)(=O)N(C)C)c3)nc2n1,5%,22%[57.1 µM],-4,2%,1.7,0.6,-12%,1,9%[57.1 µM]
COc1ccc(N2CCN(c3ccc(NC(=O)NN)cc3)CC2)cc1,6%,8%[57.1 µM],8,4%,0.7,0.0,-24%,1,6%[57.1 µM]
c1ccc(CNc2nc3ccccc3c3nc(-c4ccccc4)nn23)cc1,-2%,36%,/,-4%,0.4,0.0,-24%,10,10%
O=C(NCc1csc(-c2cccs2)n1)Nc1ccc(C(F)(F)F)cc1,-4%,15%[57.1 µM],13,3%,-0.6,-0.6,?,-6,8%[57.1 µM]
CSc1nc(-c2ccc(Cl)cc2)c(C#N)c(=O)[nH]1,0%,4%,1,5%,0.0,-0.3,-6%,9,-3%[57.1 µM]
COc1ccc2[nH]c3c(c2c1)CCN1C(=O)C(CC(=O)NCCc2ccccn2)C[C@H](C(=O)N2CCOCC2)[C@@]31C (some centres undefined),-2%,25%,/,30%,/,/,-27%,/,5%
Cc1ccc(NC(=O)c2oc3c(c2C)-c2[nH]ncc2CC3)c(Cl)c1,0%,-7%,/,17%,-0.1,-1.5,-2%,2,5%

# Three entries picked at random from the list so far:
SMILES,Pin1 inhibitor,TrxR1 inh,D2 antag,mIDH1 inhibitor,TRHR ag,D2 ag,USP1 inh,TRHR PAM,TrxR1 substrate
COc1ccc(OC)c(N/C=C/C(=C(C#N)C#N)N(C)C)c1,1%,4%[57.1 µM],-16,-4%,-0.3,0.8,-23%,9,-2%[57.1 µM]
Cc1cc(C(=O)OCC(=O)N2CCN(c3ccccc3)CC2)c2ccccc2n1,-1%,-12%,14,2%,-0.5,0.2,-5%,0,-1%
COc1ccc(N2CCN(c3ccc(NC(=O)NN)cc3)CC2)cc1,6%,8%[57.1 µM],8,4%,0.7,0.0,-24%,1,6%[57.1 µM]
